AMA1-RON2 inh: disrupts binding of P. falciparum AMA1 to RON2; AlphaScreen AMA1-biotinylated RON2 peptide binding; Potency, µM (top dose mostly 58.2 µM), without a hit: at the top dose activity change, negative = inhibition, hits mostly inhibitors; AID 720542; 0.2% of 360,000 active;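 further: potency means the concentration at half of the fitted maximal effect; 0% = vehicle wells and -100% = peptide control; nearly all actives have a fitted effect of over 45% in size; some results filed as inactive show a strong effect at the top dose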
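AMA1 (3D7) with his tag at 25 nM final met compounds first, then biotinylated RON2 peptide at 25 nM; detection used donor plus acceptor beads, 10 µg/mL apiece, read by AlphaScreen after 30 min at room temperature.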
FBPA Giardia inh: inhibitors of Giardia lamblia fructose-1,6-bisphosphate aldolase | A8B2U2 | purified Giardia FBPA | Potency, µM (titrated, usually from 59.6 µM), for the others: at the top dose activity, negative = inhibition, hits mostly inhibitors | 0.71% of 290,000 active; further: potency means the concentration at half of the fitted maximal effect; on the % scale 0 is the no-effect control and ±100 the full control effect; nearly all actives have a fitted effect of over 55% in size
Target sequence (A8B2U2 whole entry, looked up): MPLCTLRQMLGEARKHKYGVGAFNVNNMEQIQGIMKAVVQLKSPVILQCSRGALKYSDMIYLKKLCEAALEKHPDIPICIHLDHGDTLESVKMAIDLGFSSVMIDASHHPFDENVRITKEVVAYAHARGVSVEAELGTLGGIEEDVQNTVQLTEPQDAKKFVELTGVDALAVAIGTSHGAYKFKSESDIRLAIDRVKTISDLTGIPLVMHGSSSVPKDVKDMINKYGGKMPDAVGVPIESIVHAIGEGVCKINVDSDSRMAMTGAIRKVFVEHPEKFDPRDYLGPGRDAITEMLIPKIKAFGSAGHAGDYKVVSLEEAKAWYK
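Giardia FBPA (40 nM reagent) was preincubated 10 min at RT with compound (up to 57.5 uM final), then substrate plus GAPDH/TPI/NAD/arsenate coupling system with diaphorase/resazurin was added; resorufin fluorescence (525/598 nm) was read after 20 min.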
HCMV antiviral: inhibitors of human cytomegalovirus. HFF cells, HCMV-luciferase reporter, 72 h; hits give low values. activity change, negative = inhibition, % at 57.5 µM. 4.5% of 410,000 active. AID 1259415; in the data active means activity change below about -60%; inconclusive means no clear call, values can overlap the other calls; inactive means above about -39%; further: on the % scale 0 is the no-effect control and ±100 the full control effect
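After 16 h attachment at 37C, HFF cells received test compound and HCMV-luciferase (1 PFU/cell); reporter luminescence read 72 h later, data normalized against buffer-only and known inhibitor Salinomycin.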
AmpC inh no detg: AmpC beta-lactamase inhibition without detergent; P00811; AmpC nitrocefin hydrolysis, absorbance 480 nm, 0.0001% Triton; Potency, µM (doses to about 57.1 µM), inactives show top-dose activity change, negative = inhibition, most hits filed as inhibitors; 0.52% of 330,000 active; AID 485341;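 further: potency means the concentration at half of the fitted maximal effect; plate controls were no compound for no effect and no enzyme for full effect; nearly all actives have a fitted effect of over 20% in size; some results filed as inactive show a strong effect at the top dose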
Target sequence (P00811 whole entry, looked up): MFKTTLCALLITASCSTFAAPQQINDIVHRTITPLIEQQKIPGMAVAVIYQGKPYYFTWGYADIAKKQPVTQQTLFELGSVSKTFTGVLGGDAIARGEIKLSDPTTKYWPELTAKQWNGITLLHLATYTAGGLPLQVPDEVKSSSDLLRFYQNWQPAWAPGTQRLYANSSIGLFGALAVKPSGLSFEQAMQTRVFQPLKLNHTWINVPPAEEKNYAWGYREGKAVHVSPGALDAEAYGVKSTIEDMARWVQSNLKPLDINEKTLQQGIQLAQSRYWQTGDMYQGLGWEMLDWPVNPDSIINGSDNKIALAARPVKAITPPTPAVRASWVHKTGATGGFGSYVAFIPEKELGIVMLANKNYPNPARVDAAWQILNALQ
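AmpC (5.3 nM in the dispensed reagent) in 20 mM phosphate pH 7.0 with 0.01% (detergent screen) or 0.0001% Triton X-100 was preincubated with compounds for 15 min at room temperature. Nitrocefin was then added from an 800 uM solution, and hydrolysis was followed at 480 nm.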
CHX counter: counter-screen hit for Shiga toxin inhibitors, cycloheximide | cell reporter, cycloheximide protein synthesis inhibition counterscreen | max response, % | 12% of 300,000 active; in the data active means max response mostly above about 13%, no sharp cut-off; inactive means mostly below about 14%; further: read at 38.3 µM for the half of the compounds with a filed dose; 0% is about no effect
Shiga inhibitor: blocks Shiga toxin action in Vero cells. Vero cells, Shiga toxin protein synthesis inhibition reporter. inhibition, % at 38.7 µM. 9.2% of 290,000 active. AID 2315; in the data active means inhibition mostly above about 28%, no sharp cut-off; inactive means mostly below about 43%; further: 0% is about no effect
AmpC inh detg: blocks E. coli AmpC beta-lactamase in detergent assay | AmpC hydrolysis of nitrocefin, absorbance 480 nm, 0.01% Triton | Potency, µM (top dose mostly 114 µM), inactives show top-dose activity change, negative = inhibition, hits mostly inhibitors | 0.041% of 370,000 active;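 further: potency means the concentration at half of the fitted maximal effect; 0% = no-compound wells and -100% = no-enzyme wells; nearly all actives have a fitted effect of over 25% in size; some results filed as inactive show a strong effect at the top dose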
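AmpC (5.3 nM in the dispensed reagent) in 20 mM phosphate pH 7.0 with 0.01% (detergent screen) or 0.0001% Triton X-100 was preincubated with compounds for 15 min at room temperature. Nitrocefin was then added from an 800 uM solution, and hydrolysis was followed at 480 nm.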
Starred values were filed as active, the others as inactive; [ ] = another dose, or the depositor's remark. Unless noted, the call rests on the fitted dose curve; in most records, active means well fitted curve in the direction sought with a large enough effect; inconclusive means small, poorly fitted or top-dose-only effect, or another doubt; inactive means no such curve, though single readings can be large; an effect the other way counts as inactive or inconclusive.

COC(=O)CCCC1=CC2=CC(=O)C(C)(OC(=O)c3cccs3)C(=O)C2=CN1C1CCCC1 (stereo unspecified) was read as AMA1-RON2 inh -9%, FBPA Giardia inh inconclusive, HCMV antiviral 3, AmpC inh no detg 96%[activator], CHX counter 3, Shiga inhibitor 11 and AmpC inh detg -1%.
`COc1cc2[nH]c(=O)n(CCC(=O)N3CCN(c4cc(Cl)ccc4C)CC3)c(=O)c2cc1OC` gave AMA1-RON2 inh -5%, FBPA Giardia inh -6%, HCMV antiviral -64*, AmpC inh no detg -7%, CHX counter -2, Shiga inhibitor 8 and AmpC inh detg -10%.
For CC(=O)OCC(OC(C)=O)C(OC(C)=O)C(OC(C)=O)C(=O)Nc1cccc(C)c1 (stereo unspecified) the results were AMA1-RON2 inh 9%, FBPA Giardia inh 1%, HCMV antiviral -10, AmpC inh no detg -1%, CHX counter -3, Shiga inhibitor -10 and AmpC inh detg -1%.
For CN(C)c1ccc(/C=C(\C#N)C(=O)Nc2nc3c(s2)CCN(Cc2ccccc2)C3)cc1 the results were AMA1-RON2 inh 10%, FBPA Giardia inh 4%, HCMV antiviral -3, AmpC inh no detg -23%, CHX counter -3, Shiga inhibitor -24 and AmpC inh detg -12%.
For CC(=O)Nc1nonc1C(=O)N1CCC(C)CC1 the results were AMA1-RON2 inh 2%, FBPA Giardia inh -2%, HCMV antiviral 33, AmpC inh no detg -18%, CHX counter -1, Shiga inhibitor -3 and AmpC inh detg -9%.
`C=CCOC(=O)C1=C(C)NC(=S)NC1/C=C/c1ccccc1` (stereo unspecified) gave AMA1-RON2 inh -21%, FBPA Giardia inh -8%, HCMV antiviral -19, AmpC inh no detg -49%, CHX counter 1, Shiga inhibitor -15 and AmpC inh detg 7%.
For Cc1cc(Cl)ccc1OC(C)C(=O)Nc1cnn(CCCC(=O)O)c1 (stereo unspecified) the results were AMA1-RON2 inh -7%, HCMV antiviral 9, AmpC inh no detg -10%, CHX counter -2, Shiga inhibitor 2 and AmpC inh detg 1%.
CC(NCc1ccccc1Cl)C(O)c1ccccc1 (stereo unspecified) was read as AMA1-RON2 inh 0%, FBPA Giardia inh -5%, HCMV antiviral 16, AmpC inh no detg -12%, CHX counter 20, Shiga inhibitor 19 and AmpC inh detg -18%.
Screening O=C(Cn1cc(C(=O)C2CC2)c2ccccc21)NCc1ccccc1 returned AMA1-RON2 inh 1%, FBPA Giardia inh 0%, HCMV antiviral 57, AmpC inh no detg -26%, CHX counter 34*, Shiga inhibitor 53* and AmpC inh detg 2%.
`N#C/C(=C(/O)COC(=O)c1cccnc1Cl)c1nc2ccccc2[nH]1` gave AMA1-RON2 inh 93%[activator], FBPA Giardia inh 18µM*, HCMV antiviral -36, AmpC inh no detg -39%, CHX counter -1, Shiga inhibitor -3 and AmpC inh detg 0%.
Fc1ccc(-c2nc(-c3cccs3)[nH]c2-c2ccc(F)cc2)cc1 was read as AMA1-RON2 inh -17%, FBPA Giardia inh -8%, HCMV antiviral 76, AmpC inh no detg -51%, CHX counter -2, Shiga inhibitor 9 and AmpC inh detg -2%.
For C=CCNc1nc(Cl)nc(NC2CCCCC2)n1 the results were AMA1-RON2 inh 8%, FBPA Giardia inh -1%, HCMV antiviral 26, AmpC inh no detg -28%, CHX counter 12, Shiga inhibitor 14 and AmpC inh detg inconclusive.
For CCN(CC)S(=O)(=O)c1ccc(NC(=S)Nc2ccc(F)cc2)cc1 the results were AMA1-RON2 inh -1%, FBPA Giardia inh -12%, HCMV antiviral -32, AmpC inh no detg -41%, CHX counter -4, Shiga inhibitor -4 and AmpC inh detg -3%.
Cc1cc(C)cc(NC(=O)CSc2nc3ccccc3nc2N2CCCC2)c1 was read as AMA1-RON2 inh 33%[activator], FBPA Giardia inh 3%, HCMV antiviral 2, AmpC inh no detg -27%, CHX counter -4, Shiga inhibitor 10 and AmpC inh detg inconclusive.
CC1CCCN(C(=O)COC(=O)CNS(=O)(=O)c2ccc3ccccc3c2)C1 (stereo unspecified) was read as AMA1-RON2 inh -2%, HCMV antiviral 11, AmpC inh no detg 68%[activator] and AmpC inh detg -1%.
Screening CC(Sc1ncccn1)C(=O)Nc1ccc2c(c1)OCO2 (stereo unspecified) returned AMA1-RON2 inh -7%[11.6 µM], HCMV antiviral 27 and AmpC inh no detg 58%.
COc1cc2c(cc1OC)C(C(=O)NC(C)c1ccccc1)CC(=O)N2 (stereo unspecified) was read as AMA1-RON2 inh 5%, FBPA Giardia inh 4%, HCMV antiviral inconclusive, AmpC inh no detg -4%, CHX counter 12, Shiga inhibitor -6 and AmpC inh detg 0%.
`O=C(CCc1nc(-c2cccs2)no1)NCc1ccc(F)cc1Cl` gave AMA1-RON2 inh 6%, FBPA Giardia inh 8%, HCMV antiviral -63*, AmpC inh no detg -1%, CHX counter -6, Shiga inhibitor -11 and AmpC inh detg inconclusive.
Screening COc1ccc(C(CC(=O)c2ccccc2)CC(=O)c2ccccc2)cc1 returned AMA1-RON2 inh 3%, FBPA Giardia inh -14%, HCMV antiviral 3, AmpC inh no detg -34%, CHX counter 2, Shiga inhibitor 24 and AmpC inh detg 1%.
For COc1ccccc1C(O)(C(=O)NN(C(=O)c1ccccc1)c1ccccc1C)c1cccs1 (stereo unspecified) the results were AMA1-RON2 inh 36%[activator], FBPA Giardia inh 1%, HCMV antiviral 2, AmpC inh no detg -21%, CHX counter -3, Shiga inhibitor 13 and AmpC inh detg 2%.
For COc1ccccc1C(=O)C1CCCN(C(=O)c2cccnc2SC)C1 (stereo unspecified) the results were AMA1-RON2 inh -16%, FBPA Giardia inh 1%, HCMV antiviral -32, AmpC inh no detg 3%, CHX counter 7, Shiga inhibitor 12 and AmpC inh detg 8%.
Screening CCc1ccc(CN2CCN(c3ncccn3)CC2)cc1 returned AMA1-RON2 inh -16%, FBPA Giardia inh inconclusive, HCMV antiviral -3, AmpC inh no detg 12%, CHX counter 26* and AmpC inh detg inconclusive.
`CCN(c1ccccc1)S(=O)(=O)c1ccc(C(=O)N(CCCN(C)C)c2nc3c(C)cccc3s2)cc1` gave AMA1-RON2 inh -17%, HCMV antiviral -28, AmpC inh no detg 172%[activator], CHX counter -2, Shiga inhibitor -2 and AmpC inh detg -7%.
For Cc1ccc(NC(=O)COC(=O)C2=NNC(=O)CC2)c(Br)c1 the results were AMA1-RON2 inh 0%, HCMV antiviral 13 and AmpC inh no detg -12%.

Quoted at random: four compounds from above.
Screening CCc1ccc(CN2CCN(c3ncccn3)CC2)cc1 returned AMA1-RON2 inh -16%, FBPA Giardia inh inconclusive, HCMV antiviral -3, AmpC inh no detg 12%, CHX counter 26* and AmpC inh detg inconclusive.
For COc1ccccc1C(=O)C1CCCN(C(=O)c2cccnc2SC)C1 (stereo unspecified) the results were AMA1-RON2 inh -16%, FBPA Giardia inh 1%, HCMV antiviral -32, AmpC inh no detg 3%, CHX counter 7, Shiga inhibitor 12 and AmpC inh detg 8%.
`CCN(c1ccccc1)S(=O)(=O)c1ccc(C(=O)N(CCCN(C)C)c2nc3c(C)cccc3s2)cc1` gave AMA1-RON2 inh -17%, HCMV antiviral -28, AmpC inh no detg 172%[activator], CHX counter -2, Shiga inhibitor -2 and AmpC inh detg -7%.
Screening CC(Sc1ncccn1)C(=O)Nc1ccc2c(c1)OCO2 (stereo unspecified) returned AMA1-RON2 inh -7%[11.6 µM], HCMV antiviral 27 and AmpC inh no detg 58%.

The list continues.
For C=C(C)C1CC=C(C)/C(=N/NC(=O)COc2ccc(C)cc2)C1 (stereo unspecified) the results were AMA1-RON2 inh 10%, FBPA Giardia inh 6%, HCMV antiviral inconclusive, AmpC inh no detg -10%, CHX counter -1, Shiga inhibitor -9 and AmpC inh detg 1%.
CCOC(=O)Nc1ccc(C)cc1Br was read as AMA1-RON2 inh 9%, FBPA Giardia inh 0%, HCMV antiviral 4, AmpC inh no detg -11%, CHX counter 1, Shiga inhibitor -2 and AmpC inh detg 1%.
For CCOc1ccc(-c2cc(CCCC(=O)NCCC(C)C)no2)cc1 the results were AMA1-RON2 inh -5%, FBPA Giardia inh 10%, HCMV antiviral -3, AmpC inh no detg 14%, CHX counter 25*, Shiga inhibitor 134* and AmpC inh detg -2%.
For O=C(CN(Cc1ccccc1Cl)C(=O)CN1C(=O)CSc2ccccc21)NC1CC1 the results were AMA1-RON2 inh -6%, FBPA Giardia inh 0%, HCMV antiviral -10, AmpC inh no detg 41%, CHX counter -3, Shiga inhibitor -7 and AmpC inh detg -11%.
CN[C@H](C)[C@H](O)c1ccccc1 was read as AMA1-RON2 inh 38%[activator], FBPA Giardia inh -6%, AmpC inh no detg -16%, CHX counter -4, Shiga inhibitor -3 and AmpC inh detg -10%.
For CC1=CS/C(=C(/C#N)C(=O)N2CCOCC2)N1c1ccccc1 the results were AMA1-RON2 inh 8%, FBPA Giardia inh -3%, HCMV antiviral 2, AmpC inh no detg 0%, CHX counter 8, Shiga inhibitor 84 and AmpC inh detg -14%.
`Cc1ccc(C(C(=O)NC2CCCC2)N(C(=O)CCC(=O)Nc2cc(C)on2)c2ccccc2)cc1` (stereo unspecified) gave AMA1-RON2 inh 4%, FBPA Giardia inh 6%, HCMV antiviral 18, AmpC inh no detg -22%, CHX counter -1, Shiga inhibitor -7 and AmpC inh detg inconclusive.
CCN1CCN(CCOCCOc2ccccc2)CC1 was read as AMA1-RON2 inh inconclusive, FBPA Giardia inh 25µM*, HCMV antiviral -12, AmpC inh no detg 2%, CHX counter 2, Shiga inhibitor -3 and AmpC inh detg -1%.
`Cc1ccc(C)c(NS(=O)(=O)c2ccc(OCC(=O)N3CCCC3)cc2)c1` gave AMA1-RON2 inh 4%, FBPA Giardia inh 1%, HCMV antiviral 14, AmpC inh no detg -3%, CHX counter 9, Shiga inhibitor -19 and AmpC inh detg 2%.
`CC(C)(C)C(C(=O)n1cccc1C#N)c1ccccc1` (stereo unspecified) gave AMA1-RON2 inh 8%, HCMV antiviral -14, AmpC inh no detg -24% and AmpC inh detg -3%.
For O=C(NCCCN1CCOCC1)c1cccc(NS(=O)(=O)c2ccc(Br)cc2)c1 the results were AMA1-RON2 inh -12%, HCMV antiviral 20, AmpC inh no detg -6% and AmpC inh detg 0%.

Assay outcomes: PubChem, National Center for Advancing Translational Sciences (NCATS)
